# PfGluPho inh: PfG6PD enzyme inhibitors, primary screen, biochemical, fluorescence intensity, uHTS; inhibition, % at 20 µM; actives 0.78% (n = 350,000); glucose-6-phosphate dehydrogenase-6-phosphogluconolactonase (Plasmodium falciparum 3D7); AID 504690, 2011; PfGluPho enzyme, NADPH resazurin-diaphorase fluorescence;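 active = inhibition reaching at least a set limit at 20 µM in the primary screen, cut at about 59% in these data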;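 also: 0% = DMSO wells with substrate and 100% = DMSO wells lacking glucose-6-phosphate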
# beta cell repl: inducers of MIN6 beta-cell proliferation, primary screen, ATP luminescence, uHTS | MIN6 cells proliferation, ATPlite luminescence, 48 h; cells starved in 0.2% serum; 100% = growth in 10% serum | proliferation, % at 10 µM | actives 0.29% (n = 330,000) | AID 2380, 2010;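 active = compounds whose signal lies at least 3.5 SD above the mean of all wells on their plate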;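 also: 0% = DMSO-treated cells in low-serum medium and 100% = 10% serum control; some compounds called inactive have numbers as strong as hits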
# UBC13 polyUb: UBC13 polyubiquitin chain formation inhibitors, primary screen, biochemical, TR-FRET, uHTS. inhibition, % at 20 µM. actives 0.47% (n = 330,000); in the data active = inhibition above about 45%, passing the limit was not always enough
# Target sequence (P61088 whole entry, looked up): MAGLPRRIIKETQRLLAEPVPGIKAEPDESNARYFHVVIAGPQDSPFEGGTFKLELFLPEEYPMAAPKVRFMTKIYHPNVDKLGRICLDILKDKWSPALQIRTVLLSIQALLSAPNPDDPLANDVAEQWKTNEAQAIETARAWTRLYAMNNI
# SENP8 block-1: human SENP8 protease inhibitors, primary screen, biochemical, fluorescence, Nedd8 protein substrate, uHTS. Sentrin-specific protease 8 (Homo sapiens), Q96LD8. recombinant SENP8. inhibition, % at 20 µM. actives 0.64% (n = 360,000). AID 602440, 2012; in the data active = inhibition mostly above about 40%, no sharp cut-off; inactive = mostly below about 27%
# HKDC1 inhibitor: HKDC1 hexokinase inhibitors, primary screen, biochemical, fluorescence, uHTS; Q2TB90; recombinant HKDC1, G6PDH/diaphorase resazurin coupled fluorescence; inhibition, % at 20 µM; actives 0.16% (n = 340,000);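 active = inhibition above about 35% when tested at 20 µM, limit read from the data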;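 also: plate controls were DMSO wells with enzyme for no effect and DMSO wells lacking enzyme for full effect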
# Target sequence (Q2TB90 whole entry, looked up): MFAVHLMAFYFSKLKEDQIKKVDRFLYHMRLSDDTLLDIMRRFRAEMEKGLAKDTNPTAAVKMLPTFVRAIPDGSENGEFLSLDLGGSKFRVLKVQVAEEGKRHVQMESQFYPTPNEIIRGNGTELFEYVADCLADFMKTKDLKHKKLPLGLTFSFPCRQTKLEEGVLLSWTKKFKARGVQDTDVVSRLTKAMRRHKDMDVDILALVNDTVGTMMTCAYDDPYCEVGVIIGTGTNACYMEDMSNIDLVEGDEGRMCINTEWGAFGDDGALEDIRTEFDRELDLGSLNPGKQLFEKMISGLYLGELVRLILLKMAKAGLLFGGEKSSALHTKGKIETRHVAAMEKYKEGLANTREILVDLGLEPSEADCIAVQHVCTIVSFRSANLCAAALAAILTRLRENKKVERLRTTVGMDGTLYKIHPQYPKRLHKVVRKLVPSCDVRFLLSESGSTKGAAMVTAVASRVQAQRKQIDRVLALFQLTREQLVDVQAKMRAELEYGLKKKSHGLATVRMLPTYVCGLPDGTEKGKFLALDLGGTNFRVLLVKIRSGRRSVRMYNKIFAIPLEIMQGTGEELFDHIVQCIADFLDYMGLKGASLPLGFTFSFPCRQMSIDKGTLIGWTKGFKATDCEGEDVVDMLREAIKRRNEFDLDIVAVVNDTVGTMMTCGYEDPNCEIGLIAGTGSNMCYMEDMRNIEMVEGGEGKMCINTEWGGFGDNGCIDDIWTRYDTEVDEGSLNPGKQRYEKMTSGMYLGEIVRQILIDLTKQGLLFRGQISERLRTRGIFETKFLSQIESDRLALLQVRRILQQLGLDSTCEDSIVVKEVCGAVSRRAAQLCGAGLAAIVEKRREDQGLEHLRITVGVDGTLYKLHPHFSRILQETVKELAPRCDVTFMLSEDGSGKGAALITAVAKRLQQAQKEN
#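 Incubation: 90 min at room temperature in dark / Material: recombinant HKDC1 (HK5) hexokinase enzyme, produced in-house / Quantity: enzyme 5 µg/mL final / Compound: one dose of 20 µM, 1% DMSO / Reagent: glucose and ATP substrates / Buffer or medium: Tris pH 8.0 buffer with MgCl2, Tween-20, BSA, BME / Technique: resorufin fluorescence at 613 nm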
# SENP1 FRET inh: human SENP1 catalytic domain inhibitors, primary screen, biochemical, FRET, uHTS; Sentrin-specific protease 1 (Homo sapiens), Q9P0U3; recombinant SENP1 catalytic domain, CyPet-SUMO1-YPet FRET cleavage; inhibition, % at 10 µM; actives 0.21% (n = 360,000);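 active = inhibition at least 30% at 10 µM, raw YFP signal under a set limit, fluorescence ratio 0.5 to 1.5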;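 also: 0% = enzyme with DMSO and 100% = no enzyme wells; some results filed as inactive read as strong as hits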
#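 system = hSENP1 catalytic domain, recombinant | reagent = SFCypet-SUMO1-SFYpet substrate at 25 nM | doses = one dose per compound, 10 µM, 0.5% DMSO | incubation = enzyme reaction for 50 min at room temperature, dark | measured by = FRET, CFP and YFP emission | controls = no-enzyme low, enzyme-DMSO high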
# SENP7 block: SENP7 protease inhibitors, primary screen, biochemical, luminescence, uHTS. inhibition, % at 5 µM. actives 1.5% (n = 330,000). AID 434973, 2010. Sentrin-specific protease 7 (Homo sapiens), Q9BQF6. recombinant SENP7, Z-RLRGG-aminoluciferin luminescence, 40 min;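 active = inhibition above about 50% at the single test dose, limit read from the data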;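 also: plate controls were DMSO with enzyme for no effect and no enzyme buffer wells for full effect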
# SENP8 block-2: SENP8 protease inhibitors, primary screen, biochemical, luminescence | actives 1.2% (n = 330,000) | Sentrin-specific protease 8 (Homo sapiens), Q96LD8 | purified SENP8, Z-RLRGG-aminoluciferin cleavage | inhibition, % at 10 µM | AID 2540, 2010; in the data active = inhibition above about 50%
# SENP6 inh: SENP6 protease inhibitors, primary screen, biochemical, luminescence, uHTS; Recombinant SENP6 catalytic domain, aminoluciferin luminescence; inhibition, % at 10 µM; Sentrin-specific protease 6 (Homo sapiens), Q9GZR1; actives 1.8% (n = 330,000);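 active = inhibition above about 50% at the single tested dose, limit read from the data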;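 also: plate controls were DMSO wells with enzyme for no effect and DMSO wells lacking enzyme for full effect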
# Starred values were filed as active, the others as inactive; nt = not tested or not shown.
compound	PfGluPho inh	beta cell repl	UBC13 polyUb	SENP8 block-1	HKDC1 inhibitor	SENP1 FRET inh	SENP7 block	SENP8 block-2	SENP6 inh
O=C(OCc1ccc([N+](=O)[O-])cc1)c1ccc2ccccc2n1	-9.4	1.8	1.9	9.8	-3.4	1.6	4.0	-3.1	-6.8
CCOc1[nH]n(-c2ccccc2)c(=O)c1C=Nc1ccc(OC)cc1	15.4	-0.2	-8.3	26.6	1.9	0.9	-12.9	-15.2	-8.9
O=C(O)c1cc(N2C(=O)CCC2=O)ccc1NCc1cccnc1	-7.2	-2.4	9.3	-216.0	-8.8	0.7	5.6	4.8	7.9
CC1(C)Cc2noc(N)c2C(C)(C)N1OC(=O)c1scc2c1OCCO2	12.2	1.0	-7.0	16.2	-3.6	2.7	-13.1	1.5	7.6
O=C(Cn1[nH]c(=O)c2ccccc2c1=O)Nc1cccc(-c2nnc3n2CCCCC3)c1	6.2	-0.4	10.8	19.8	1.9	-0.1	-0.6	0.8	-2.0
COC(=O)c1sccc1NC(=O)CN(C)NS(=O)(=O)c1ccc(Cl)cc1	-2.4	-1.4	0.9	10.7	-1.3	2.4	-0.3	8.4	-4.1
Cc1ccc(S(=O)(=O)CC(=O)NC2CC2)cc1	-16.7	-0.3	0.1	13.5	-1.8	0.5	6.3	-4.0	-14.9
CCN(c1ccccc1)S(=O)(=O)c1ccc(C(=O)Nc2ncccc2O)cc1	-28.4	-0.2	1.5	8.3	9.4	0.8	0.9	2.9	0.0
N#CC(C#SN)=C1CCCCC1	8.9	1.1	3.0	16.1	-4.1	-3.8	1.6	6.9	-1.7
COCC(=O)Nc1cccc(-c2ccc3nncn3n2)c1	-1.9	1.2	-1.1	-28.9	3.6	1.1	2.8	2.7	4.3

# Single records, from the list above. Order of screens: PfGluPho inh, beta cell repl, UBC13 polyUb, SENP8 block-1, HKDC1 inhibitor, SENP1 FRET inh, SENP7 block, SENP8 block-2, SENP6 inh
# `N#CC(C#SN)=C1CCCCC1` as listed: 8.9, 1.1, 3.0, 16.1, -4.1, -3.8, 1.6, 6.9, -1.7
# `O=C(Cn1[nH]c(=O)c2ccccc2c1=O)Nc1cccc(-c2nnc3n2CCCCC3)c1` as listed: 6.2, -0.4, 10.8, 19.8, 1.9, -0.1, -0.6, 0.8, -2.0
# `O=C(OCc1ccc([N+](=O)[O-])cc1)c1ccc2ccccc2n1` as listed: -9.4, 1.8, 1.9, 9.8, -3.4, 1.6, 4.0, -3.1, -6.8

# Further entries follow.
compound	PfGluPho inh	beta cell repl	UBC13 polyUb	SENP8 block-1	HKDC1 inhibitor	SENP1 FRET inh	SENP7 block	SENP8 block-2	SENP6 inh
CCOC(=O)N1CC=C2C(C#N)=C(N)C(C#N)(C#N)[C@H](c3ccccc3OCC)[C@H]2C1	-15.2	-1.2	-7.3	-135.0	18.9	-44.2	-9.6	-9.3	-6.5
COC(=O)C(C(=O)OC)c1ccc(-n2cccc2)cc1	-0.3	-1.2	-4.1	-9.2	1.5	1.4	2.9	3.7	-4.7
S=C(NCc1ccco1)Nc1cc(-c2ccccc2)[nH]n1	13.4	-2.9	7.3	-3.6	0.4	1.9	-2.8	-3.2	9.6
CCCc1nc2ccc(NC(C)=O)cc2c(=O)n1Cc1cccc(Cl)c1	0.1	-3.6	3.2	-38.0	-2.3	0.6	2.4	2.4	25.1
Cc1ccccc1C(=O)N1CCC(C(=O)O)CC1	10.5	-2.0	11.0	8.1	-8.6	0.2	1.2	4.8	-13.4
COc1ccc(NC(=O)COC(=O)C2CCN(S(=O)(=O)c3cccs3)CC2)cc1OC	-14.3	-0.5	-4.0	17.0	7.2	1.5	6.8	6.5	16.8
CCOC(=O)c1ccc(CNCc2ccc(Br)cc2)cc1	-5.5	0.0	6.4	21.3	-13.4	1.9	10.3	0.9	4.5
COc1ccc(CCN2CC(C(=O)N(C)CCc3cn[nH]c3)CCC2=O)cc1 (stereo not drawn)	2.4	0.3	7.4	13.8	-7.0	1.4	-0.1	-1.1	7.7
CN1CCN(C2=C(Cl)C(=O)N(c3cccc(Cl)c3)C2=O)CC1	-1.5	-1.9	0.7	-2.6	-0.2	1.8	10.8	-2.4	2.1
CCSC1=C(C#N)C(c2ccccc2OC)CC(=O)N1 (stereo not drawn)	-26.2	-3.2	4.5	8.4	1.9	0.5	1.2	1.1	-3.1
CN(C)/C=C1/N=C(c2ccccc2)OC1=O	-24.6	-1.1	-19.2	17.4	-5.1	4.4	-0.3	-5.3	-5.0
CC(C)[C@H](NS(=O)(=O)c1ccc2c(c1)OCCO2)C(=O)OCC(=O)Nc1cc(Cl)ccc1Cl	6.4	0.0	6.4	20.4	-9.1	2.8	6.7	-3.6	5.2
Cc1cc(C)c(NC(=O)COC(=O)C2CCCCC2)c(C)c1	2.0	-3.6	-2.3	8.9	-0.2	1.8	-11.6	-15.4	-11.0
C/C(=N\NC(=O)c1c(Cl)cnn1C)c1cccnc1	2.9	3.0	2.6	4.8	-0.8	0.8	5.1	-3.2	-3.8
OC(Cn1cncn1)(c1ccccc1)c1ccccc1	11.2	-1.8	-0.3	25.7	3.6	0.4	8.5	-2.6	-12.6
Cn1c(N)c(C(=O)c2ccc(F)cc2F)c(=O)n(C)c1=O	1.6	0.0	-1.0	-2.9	8.1	1.6	-9.1	-8.3	-14.3
CCC1Oc2ccccc2N(CC(=O)NC2CCCC2)C1=O (stereo not drawn)	-8.5	-1.6	1.1	17.2	-4.0	0.8	-5.5	-16.0	-12.7
N#Cc1nc(COc2ccc(Br)cc2)oc1NCCCn1ccnc1	-3.1	-2.8	-1.4	24.4	-8.1	-1.1	-4.9	-11.9	-10.7
CC(C)CCNC(=O)C1CCCN1C(=O)NC1CCCCC1 (stereo not drawn)	-18.1	-0.6	-2.0	17.3	-6.3	0.6	-4.9	-6.6	1.2
COc1ccc(CCN=C(N)NS(=O)(=O)c2cccs2)cc1	-1.3	0.7	7.8	10.1	-4.3	2.2	-0.2	0.1	-2.3
COc1ccc(Nc2nccc3c2nnn3C)cc1	-0.9	1.0	0.1	-66.0	-1.5	3.0	12.1	-13.4	-2.0
O=C(CN1C(=O)S/C(=C\c2ccc(Cl)cc2)C1=O)NCCCn1ccnc1	-14.3	-3.1	-16.1	6.3	3.7	3.8	-13.4	-11.9	-6.7
O=C1C2C3CC(C(Br)C3Br)C2C(=O)N1c1ccccn1 (stereo not drawn)	-10.8	0.8	6.0	19.8	-2.1	3.1	-2.2	-1.6	11.9
CCCc1cc(C(=O)Nc2cc(C)nn2-c2ccccc2)no1	-0.7	0.2	-8.6	6.7	-0.6	0.2	-6.5	0.4	-6.4
NS(=O)(=O)c1cccc(NC(=O)CSc2nc3ccc(Cl)cc3[nH]2)c1	23.8	-2.2	-12.7	-4.0	10.2	-1.2	4.8	-0.9	-13.6
Cc1nc(NC(C)c2ccccc2)c2oc3ccccc3c2n1 (stereo not drawn)	-2.2	-4.8	2.0	9.1	-2.9	-0.8	-8.0	-7.8	-21.1
COC(=O)c1c(NC(=O)c2c(OC)cccc2OC)sc2c1C(C(=O)OC)CC2 (stereo not drawn)	5.5	-0.8	7.9	-265.7	1.3	0.2	5.9	4.2	-0.5
CCOC(=O)CC(NC(=O)c1ccco1)c1ccc(OC)cc1 (stereo not drawn)	-19.0	1.3	2.3	6.1	0.6	0.8	-8.9	0.8	-13.3
COc1cc(/C=C/C(=O)OCC(=O)Nc2ccc(Cl)cn2)ccc1O	21.9	-2.9	-11.6	-368.5	3.2	-66.1	-4.2	-18.3	-19.9
CCN(CC(=O)Nc1cc(Cl)ccc1C)C(=O)c1nc2nc(C)cc(C)n2n1	4.7	-2.0	-7.1	-9.0	-0.8	-1.6	-1.8	11.9	10.2
COc1ccc(/C=N/NC(=O)c2cccs2)c2ccccc12	11.4	0.1	16.1	-457.3	1.3	-7.2	1.4	-8.1	-9.3
CCCCN(C(=O)CSc1c(C)c(C)cc(C)c1C)c1c(N)n(CCC)c(=O)[nH]c1=O	25.3	0.9	-0.9	15.0	0.8	0.9	-1.1	-3.0	1.2
O=C(NCc1ccc2c(c1)OCO2)C1CCC(CNS(=O)(=O)c2ccccc2)CC1 (stereo not drawn)	-9.5	-1.7	6.3	12.6	-7.2	-0.1	0.8	-1.6	-27.7
CC(NC(=O)c1ccc(F)cc1)C(c1cccs1)N1CCN(C)CC1 (stereo not drawn)	-1.3	0.3	-4.8	3.8	-12.5	-0.3	4.7	-1.2	-13.3
Cc1ccc(C)c(C(=O)COC(=O)CCCC(=O)Nc2cc(C(F)(F)F)ccc2Cl)c1	12.1	-1.5	8.9	22.0	5.6	-0.6	-1.0	-0.8	0.8
O=C(NC1CCCCCC1)C1CCCN(S(=O)(=O)c2cnc[nH]2)C1 (stereo not drawn)	-10.6	5.9	-1.8	7.1	5.4	-1.5	1.8	2.8	-2.7
C[C@@H]1CN(C2CCN(Cc3nc(CC4CC4)no3)CC2)C[C@H](C)O1	-1.1	-1.2	2.6	12.3	-9.3	-0.4	0.9	0.3	-4.0
N=c1sccn1CC(=O)Nc1cc(Cl)ccc1Oc1ccccc1	13.3	-6.1	9.3	11.1	-2.8	-3.8	3.3	-2.3	-7.0
Cc1cc(C)n2nc(SCC3COc4ccccc4O3)nc2n1 (stereo not drawn)	-5.7	3.4	-3.1	11.2	4.6	-20.8	-0.5	3.7	0.2
COc1cc(/C=C2\C(=N)N3N=C(S(=O)(=O)CC(C)C)SC3=NC2=O)ccc1OC(=O)c1ccco1	nt	0.6	-3.7	nt	nt	nt	4.8	9.8	13.1
O=C(c1cc(-c2ccc(Br)cc2)on1)N1CCc2ccccc2C1	-6.0	0.1	-2.1	14.6	-3.0	1.1	-4.4	-0.9	-23.7
CC1CCN(c2ccc3nnc(CCC(=O)Nc4cc(F)ccc4F)n3n2)CC1	9.2	-3.1	1.3	-14.4	0.6	0.5	16.5	-8.4	5.9
COc1cc(/C=C2/C(=N)N3C(=NC2=O)SN=C3S(C)(=O)=O)ccc1OS(=O)(=O)c1ccc(C)cc1	0.2	-0.6	-15.9	-36.6	10.1	-106.1	-3.9	0.6	-4.4
Cc1ccc(S(=O)(=O)Nc2c(C(=O)O)[nH]c3ccccc23)c(C)c1	-3.0	0.1	-6.2	-31.6	6.2	-4.3	1.0	9.3	3.6
Cc1sc(NC(=O)C2CCCO2)c(C(N)=O)c1C (stereo not drawn)	40.5	-0.1	-9.1	10.0	-2.3	-4.3	-1.2	-2.6	-8.4
